# Cneo AK release – Cryptococcus neoformans lysis via adenylate kinase release | C. neoformans lysis, adenylate kinase release luminescence, 4 h; normalised: neutral wells 0, clomiphene wells 100 | lysis activity, % at 15 µM | 360,000 compounds, 0.2% hits | AID 651654;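 active = mean lysis activity across replicates of at least 80%, whatever share of replicates individually reach that level; inactive = mean lysis activity below 80%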
#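 Test system: log-phase Cryptococcus neoformans yeast cells. Input: 5 × 10^6 yeast cells/mL. Medium: fresh YPD growth medium. Doses: single dose. Incubation: static 4 h at 37 °C with compound, 1 h detection. Measured by: luminescent adenylate kinase detection reagent. Read-out: signal increase indicating cell lysis. Benchmarks: Clomiphene.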
# miR122 inh – blocks miR-122 activity in Huh7 sensor cells; Huh7 miR-122 Renilla luciferase sensor, 48 h; neutral wells = 0, positive control = 100; activation (reporter increase), % at 12.5 µM; 340,000 compounds, 0.3% hits;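 active = mean replicate activation score at least 90 and every replicate individually at or above 90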;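 also: higher luciferase means less miR-122 activity so hits act as miR-122 inhibitors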
# ERAP1 HTS inh – ERAP1 (human) enzyme inhibition; recombinant ERAP1, Leu-AMC fluorescence, 60 min; inhibition, % at 10.7 µM; 340,000 compounds, 0.15% hits;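 active = mean replicate inhibition of at least 30%, or all replicates individually reaching that 30% level; inactive = mean below 30% and not every replicate reaching it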;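 also: 0% = neutral control wells and 100% = L-leucinethiol positive control wells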
# PglD inh – inhibitors of Campylobacter jejuni PglD acetyltransferase; AID 602405; 360,000 compounds, 0.098% hits; inhibition, % at 12.5 µM; purified PglD enzyme, DTNB colorimetric CoA detection; in the data active = inhibition above about 16%, passing the limit was not always enough; also: strong numbers were not always called active
# RAD54 branch – blocks human RAD54 Holliday junction branch migration; AID 602329; inhibition, % at 10.4 µM; FAM/BHQ fluorescence; 360,000 compounds, 0.14% hits;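 active = mean normalized replicate activity at least 40 and at least half of replicates scoring 40 or more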;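 also: 0% = median of neutral control wells and 100% = median of positive control wells; inhibitors cause a drop in the FAM fluorescence signal; in these data hits start at about 50%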
# E-selectin induc – induces E-selectin expression in human endothelial cells; P16581; HUVEC E-selectin immunofluorescence imaging; normalized: neutral wells 0, TNF-alpha wells 100; activation, % at 7.58 µM; 260,000 compounds, 0.37% hits; AID 686992;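 active = mean E-selectin-positive cell signal at least 10% of the positive control, reached in at least 60% of replicates, without over 20% cell loss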;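 also: in these data hits start at about 27%; measured in HUVEC primary endothelial cells; signal is the percent of cells scored E-selectin positive by PE staining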
# Target sequence (P16581 whole entry, looked up): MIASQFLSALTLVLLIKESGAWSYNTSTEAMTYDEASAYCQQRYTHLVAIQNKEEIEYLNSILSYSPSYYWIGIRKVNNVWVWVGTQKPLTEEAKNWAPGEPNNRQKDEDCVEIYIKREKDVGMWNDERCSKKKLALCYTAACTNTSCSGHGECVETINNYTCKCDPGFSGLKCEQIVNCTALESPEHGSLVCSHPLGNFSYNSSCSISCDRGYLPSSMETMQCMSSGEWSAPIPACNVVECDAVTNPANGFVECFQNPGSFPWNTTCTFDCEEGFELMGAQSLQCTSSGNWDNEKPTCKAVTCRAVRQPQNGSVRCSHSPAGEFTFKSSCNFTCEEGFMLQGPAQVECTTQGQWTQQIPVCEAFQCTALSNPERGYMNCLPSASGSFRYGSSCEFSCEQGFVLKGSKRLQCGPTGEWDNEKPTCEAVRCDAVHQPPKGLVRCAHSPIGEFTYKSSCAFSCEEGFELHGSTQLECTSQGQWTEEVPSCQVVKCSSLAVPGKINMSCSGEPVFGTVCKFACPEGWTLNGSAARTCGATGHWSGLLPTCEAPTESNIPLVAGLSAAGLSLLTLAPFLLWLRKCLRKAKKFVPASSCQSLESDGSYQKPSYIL
#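 Test system: HUVEC | Signal: Immunofluorescence imaging | Read-out: Percent E-selectin-positive cells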
# PGC1a acetyl inh – PGC1a acetylation modulation, inhibitor mode | 350,000 compounds, 0.17% hits | inhibition, % at 15.6 µM | U2OS PGC1a acetylation, AlphaScreen anti-acetyl-lysine; with virally co-expressed GCN5 acetyltransferase;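 active = every replicate shows inhibition of at least 40%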;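 also: 0% = neutral control wells and 100% = positive control wells; some results beyond the cut were filed as inactive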
# RAD52 inh – RAD52 (human) annealing inhibition; P43351; recombinant RAD52 DNA annealing, FRET fluorescence; inhibition, % at 18.7 µM; 360,000 compounds, 0.46% hits; AID 651710;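 active = every replicate showing at least 50% inhibition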
# Target sequence (P43351 whole entry, looked up): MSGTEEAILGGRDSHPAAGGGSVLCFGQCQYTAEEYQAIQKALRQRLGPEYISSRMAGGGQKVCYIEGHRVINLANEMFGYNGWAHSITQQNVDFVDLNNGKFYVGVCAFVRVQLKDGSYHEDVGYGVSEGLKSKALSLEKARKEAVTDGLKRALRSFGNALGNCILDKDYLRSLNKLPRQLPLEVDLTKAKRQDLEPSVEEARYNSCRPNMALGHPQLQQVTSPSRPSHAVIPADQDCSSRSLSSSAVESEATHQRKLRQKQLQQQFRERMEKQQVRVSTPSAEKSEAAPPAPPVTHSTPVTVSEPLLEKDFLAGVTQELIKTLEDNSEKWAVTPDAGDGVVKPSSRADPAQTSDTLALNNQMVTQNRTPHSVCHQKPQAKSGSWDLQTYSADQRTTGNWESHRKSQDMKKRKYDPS
# * marks the source's active call; other numbers are inactive results; nt = no result given; [ ] = remark or other dose.
# Keys: A = Cneo AK release; B = miR122 inh; C = ERAP1 HTS inh; D = PglD inh; E = RAD54 branch; F = E-selectin induc; G = PGC1a acetyl inh; H = RAD52 inh
> Cc1cc(C)c(N=Cc2c(O)n(-c3nccs3)c(=O)c3ccccc23)c(C)c1
  A: 2; B: -2; C: nt; D: 2; E: 4; F: nt; G: 0; H: nt

> Cc1cc(C(=O)Nc2ccccc2C(=O)O)c(C)o1
  A: -1; B: nt; C: 0; D: 0; E: 1; F: nt; G: nt; H: -27

> COc1ccc(NC(=O)Nc2ccc3c(c2)C(=O)N([C@@H](C)CO)C[C@H](C)[C@@H](CN(C)S(C)(=O)=O)OCCCC[C@@H](C)O3)cc1
  A: -2; B: -1[16.7 µM]; C: 4; D: 2; E: -2; F: 0.3; G: 2; H: 0

> C[C@H]1CN([C@@H](C)CO)C(=O)c2cc(Br)cnc2O[C@H]1CN(C)Cc1ccncc1
  A: -1; B: 5[16.7 µM]; C: -3; D: 1; E: 1; F: -0.4; G: 6; H: 1

> COc1ccccc1S(=O)(=O)N[C@@H]1C=C[C@H](CC(=O)NCc2cc(F)cc(F)c2)O[C@H]1CO
  A: 4; B: 1[16.7 µM]; C: 5; D: 1; E: -2; F: 0.2; G: 5; H: 3

> Cc1ccc(S(=O)(=O)NC(=O)C2(C)CCN2C(=O)C2(c3ccc(Cl)cc3)CCC2)nc1 (stereo not drawn)
  A: 0; B: -2; C: -4; D: 5; E: 3; F: 0.2; G: 7; H: 3

> C[C@@H]1CN([C@@H](C)CO)C(=O)Cc2cc(NC(=O)Cn3cnnn3)ccc2O[C@@H]1CN(C)CC1CC1
  A: -1; B: -6[16.7 µM]; C: 2; D: -11; E: -7; F: 0.4; G: -1; H: -4

> Cc1ccc(OCCCC(=O)Nc2ccc(N3CCOCC3)cc2)cc1
  A: 2; B: -5; C: nt; D: -26; E: 5; F: nt; G: -1; H: nt

> COc1cccc(C#Cc2ccc3c(c2)O[C@H](CN(C)C(=O)CN2CCOCC2)[C@H](C)CN([C@@H](C)CO)S3(=O)=O)c1
  A: 0; B: 16[16.7 µM]; C: 0; D: -4; E: 0; F: 0.1; G: 24; H: 8

> Cc1nn(Cc2noc(C(=O)NCCc3ccccn3)n2)c(C)c1Br
  A: 9; B: 7; C: 0; D: 8; E: -2; F: 0.1; G: 4; H: 6

> NC(=O)C1CCN(C(=O)c2cnn(-c3ccccc3)c2NC(=O)c2ccco2)CC1
  A: -2; B: -2; C: nt; D: 1; E: -2; F: nt; G: 9; H: nt

> N#C[C@@H]1[C@H](c2ccc(-c3ccccc3F)cc2)[C@@H](CO)N1C(=O)C1CC1
  A: 4; B: nt; C: 1; D: -2; E: 5; F: -0.3; G: -2; H: -30

> COCCn1c(SCC(=O)NCC2CCCO2)nc2c(c1=O)SC(C)C2 (stereo not drawn)
  A: -2; B: 0; C: 0; D: -1; E: -2; F: 0.1; G: 2; H: 3

> O=[N+]([O-])c1ccc(/C=N/NC(=S)Nc2ccc(Cl)cc2Cl)s1
  A: -6; B: 2; C: 2; D: 1; E: 0; F: nt; G: 2; H: -15

> COc1ccc(S(=O)(=O)N2CCCC(C(=O)Nc3cccc(C(C)=O)c3)C2)cc1 (stereo not drawn)
  A: -1; B: 4; C: nt; D: 1; E: -2; F: nt; G: -25; H: nt

# Brought forward from above: 5 entries; new compounds follow.
# Keys: A = Cneo AK release; B = miR122 inh; C = ERAP1 HTS inh; D = PglD inh; E = RAD54 branch; F = E-selectin induc; G = PGC1a acetyl inh; H = RAD52 inh
> NC(=O)C1CCN(C(=O)c2cnn(-c3ccccc3)c2NC(=O)c2ccco2)CC1
  A: -2; B: -2; C: nt; D: 1; E: -2; F: nt; G: 9; H: nt

> N#C[C@@H]1[C@H](c2ccc(-c3ccccc3F)cc2)[C@@H](CO)N1C(=O)C1CC1
  A: 4; B: nt; C: 1; D: -2; E: 5; F: -0.3; G: -2; H: -30

> COCCn1c(SCC(=O)NCC2CCCO2)nc2c(c1=O)SC(C)C2 (stereo not drawn)
  A: -2; B: 0; C: 0; D: -1; E: -2; F: 0.1; G: 2; H: 3

> O=[N+]([O-])c1ccc(/C=N/NC(=S)Nc2ccc(Cl)cc2Cl)s1
  A: -6; B: 2; C: 2; D: 1; E: 0; F: nt; G: 2; H: -15

> COc1ccc(S(=O)(=O)N2CCCC(C(=O)Nc3cccc(C(C)=O)c3)C2)cc1 (stereo not drawn)
  A: -1; B: 4; C: nt; D: 1; E: -2; F: nt; G: -25; H: nt

> CC1CCN(C(=O)COC(=O)c2cccc(NS(=O)(=O)c3ccccc3)c2)CC1
  A: -1; B: -3; C: -1; D: 0; E: -7; F: -0.2; G: nt; H: -15

> O=C(N/N=C/c1ccccc1)c1ccc(-c2ccccc2)cc1
  A: -2; B: -2; C: -2; D: -6; E: 0; F: nt; G: 11; H: -8

> O=C(C[C@H]1C=C[C@H](NC(=O)C2CCC2)[C@@H](CO)O1)NCCCN1CCOCC1
  A: -2; B: -3[16.7 µM]; C: -1; D: -4; E: -6; F: -0.1; G: 5; H: 0

> O=C(C[C@@H]1C[C@H]2c3cc(NC(=O)C4CCOCC4)ccc3O[C@H]2[C@@H](CO)O1)NCc1cccnc1
  A: 44; B: -7[16.7 µM]; C: 0; D: 1; E: 2; F: 1.1; G: 1; H: -4

> CCc1c(C)c(C#N)c2nc3ccccc3n2c1-n1nc(C)cc1C
  A: 0; B: nt; C: nt; D: 2; E: 2; F: 1.4; G: nt; H: nt

> CCCn1cnc2sc(C(N)=O)c(C)c2c1=O
  A: 0; B: 1; C: nt; D: -4; E: -3; F: nt; G: -2; H: nt

> Cc1nc2ccccn2c1C(=O)N/N=C/c1ccc([N+](=O)[O-])o1
  A: nt; B: nt; C: 18; D: nt; E: nt; F: 0.4; G: -22; H: -15

> C[C@@H]1CN([C@H](C)CO)C(=O)c2cc(NC(=O)Cc3ccccc3)ccc2O[C@@H](C)CCCCO[C@H]1CN(C)C(=O)Cc1ccccc1
  A: 56; B: 4[16.7 µM]; C: -3; D: 3; E: 1; F: 0.6; G: -4; H: 5

> CC(C)NS(=O)(=O)c1ccc(OCC(=O)NCc2ccccc2)cc1
  A: 0; B: 3; C: nt; D: 3; E: 0; F: nt; G: -1; H: nt

> Cc1cc(C)n(-c2cc(N3CCN(S(=O)(=O)c4ccc(Br)cc4)CC3)ccc2[N+](=O)[O-])n1
  A: 3; B: -16; C: nt; D: 6; E: -1; F: nt; G: -29; H: nt

> C[C@@H]1CN([C@H](C)CO)C(=O)Cc2cc(NC(=O)Nc3ccc(F)cc3)ccc2O[C@H]1CN(C)S(=O)(=O)c1ccc(F)cc1
  A: -1; B: -3[16.7 µM]; C: 0; D: -2; E: 4; F: 0.9; G: 6; H: 17

> CC(=O)C1=C(O)C(=O)N(C)C1c1ccccc1F (stereo not drawn)
  A: 1; B: -3; C: nt; D: 3; E: -2; F: nt; G: 7; H: nt

> CO[C@@H](CN(C)S(=O)(=O)c1ccc(F)cc1)[C@H](C)CN(Cc1ccccc1Cl)[C@@H](C)CO
  A: 12; B: nt; C: -2; D: -3; E: 9; F: -0.1; G: -20; H: -20

> C[C@H](NC(=O)C[C@@H]1C=C[C@@H](NC(=O)Cc2ccccn2)[C@@H](CO)O1)c1ccccc1
  A: 4; B: nt; C: 0; D: 1; E: 1; F: 0.3; G: 3; H: -10

> COc1ccc(C2C(C(=O)N3CCCC3)c3cc(OC)c(OC)cc3C(=O)N2C)cc1 (stereo not drawn)
  A: -1; B: 3; C: nt; D: 2; E: -5; F: nt; G: -6; H: nt

> Fc1ccc(-c2cn(-c3ccccc3)c3[n+]2CCS3)cc1
  A: -1; B: 1; C: -5; D: 2; E: 1; F: 0.2; G: nt; H: 5

> O=C(NCC(=O)N(c1cnc2ccccc2c1)C(C(=O)NC1CCCC1)c1ccncc1)c1ccco1 (stereo not drawn)
  A: -3; B: -12; C: nt; D: 3; E: -13; F: nt; G: 1; H: nt

> CCOC(=O)c1sc2nc(C)nc(NC3CCC(O)CC3)c2c1C (stereo not drawn)
  A: -5; B: 1; C: 4; D: -3; E: 8; F: nt; G: 11; H: -5

> CCN(CC(=O)Nc1ccc(NC(C)=O)cc1)C(=O)c1c(-c2c(F)cccc2Cl)noc1C
  A: -2; B: 1; C: 3; D: 6; E: 3; F: 5.4; G: nt; H: 0

> COc1ccc(CN(C)C[C@H]2OCCCC[C@H](C)Oc3ccc(NC(=O)NC4CCCCC4)cc3C(=O)N([C@H](C)CO)C[C@H]2C)cc1
  A: 1; B: -3[16.7 µM]; C: 1; D: 3; E: -2; F: 1.4; G: -11; H: -30

> NC(Cc1ccc(C(F)(F)F)cc1)c1csc(Nc2nccc(C(F)(F)F)n2)n1 (stereo not drawn)
  A: 1; B: -4; C: 1; D: -4; E: 5; F: -0.1; G: nt; H: -6

> CC(=O)Nc1ccc(S(=O)(=O)N2CCC3(CC2)OCCO3)cc1
  A: -1; B: 0; C: -2; D: 6; E: 3; F: 0.6; G: nt; H: -5

> CCCC(=O)N1CCC2(CC1)CN(Cc1ccccc1F)[C@@H](CO)c1c2c2ccc(OC)cc2n1C
  A: nt; B: nt; C: 5; D: nt; E: nt; F: -0.1; G: -15; H: -89

> OC1CCCN(CC(O)c2ccccc2)C1 (stereo not drawn)
  A: 0; B: -8; C: 1; D: 3; E: 1; F: nt; G: -12; H: 3

> COc1ccc(CCN2C(=O)CC(NNc3ccc([N+](=O)[O-])cc3)C2=O)cc1OC (stereo not drawn)
  A: nt; B: nt; C: -2; D: nt; E: nt; F: 3.9; G: 14; H: -19

> C[C@H](CO)N1C[C@H](C)[C@@H](CN(C)C(=O)CN(C)C)Oc2ncc(C#CC(C)(C)O)cc2C1=O
  A: -1; B: 1[16.7 µM]; C: 1; D: 10; E: 2; F: 0.0; G: 3; H: -5

> CCCN(C)C[C@@H]1OCCCC[C@H](C)Oc2ccc(NC(=O)CCCN(C)C)cc2C(=O)N([C@@H](C)CO)C[C@@H]1C
  A: 1; B: 5[16.7 µM]; C: 1; D: 3; E: -2; F: -0.1; G: -11; H: 19

> CNC[C@@H]1OCCCC[C@@H](C)Oc2ccc(N)cc2C(=O)N([C@H](C)CO)C[C@H]1C
  A: 48; B: 0[16.7 µM]; C: 1; D: 5; E: -15; F: 0.5; G: -2; H: -152

> O=C(Nc1ccccc1)N1CCCCN2[C@@H](CO)[C@H](c3ccc(Br)cc3)[C@@H]2C1
  A: 0; B: -4[16.7 µM]; C: 5; D: 0; E: 1; F: -0.5; G: -12; H: 2

> CN(C)CC(=O)N1[C@H](C#N)[C@H](c2ccc(-c3cccc(C(=O)N(C)C)c3)cc2)[C@@H]1CO
  A: -2; B: nt; C: -1; D: 2; E: 17; F: -0.1; G: 2; H: -9

> Nc1nc2ccc(Cl)cc2[nH]1
  A: 2; B: 2; C: -10; D: -6; E: -1; F: 0.2; G: 7; H: -7

> O=S(=O)(N/N=C1/CC(c2ccccc2)Oc2ccccc21)c1ccc(Br)cc1 (stereo not drawn)
  A: 14; B: 19; C: nt; D: -6; E: -9; F: nt; G: nt; H: nt

# By substructure, those above with two or more sulfur atoms
# Keys: A = Cneo AK release; B = miR122 inh; C = ERAP1 HTS inh; D = PglD inh; E = RAD54 branch; F = E-selectin induc; G = PGC1a acetyl inh; H = RAD52 inh
> COCCn1c(SCC(=O)NCC2CCCO2)nc2c(c1=O)SC(C)C2 (stereo not drawn)
  A: -2; B: 0; C: 0; D: -1; E: -2; F: 0.1; G: 2; H: 3

> O=[N+]([O-])c1ccc(/C=N/NC(=S)Nc2ccc(Cl)cc2Cl)s1
  A: -6; B: 2; C: 2; D: 1; E: 0; F: nt; G: 2; H: -15

# Compound activity: PubChem, Broad Institute
